From PubChem BioAssay
MT1-MMP txn act = MT1-MMP promoter transcription activation. HT1080 MT1-MMP promoter luciferase reporter, luminescence, overnight; hits give high values. activation factor at 10 µM. AID 750. 86,000 tested, 0.16% active;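 active = activation factor of at least 2 for MT1-MMP transcription at 10 µM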
ERa SRC1 inh = blocks coactivator binding to human estrogen receptor alpha; TR-FRET ER-alpha LBD / SRC-1 peptide, estradiol-bound; P03372; inhibition, % at 25.6 µM; AID 629; 86,000 tested, 1.7% active; in the data active = inhibition above about 50%;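 note: 0% = receptor plus peptide control and 100% = peptide only without receptor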
Target sequence (P03372 whole entry, looked up, the tested form may be a part): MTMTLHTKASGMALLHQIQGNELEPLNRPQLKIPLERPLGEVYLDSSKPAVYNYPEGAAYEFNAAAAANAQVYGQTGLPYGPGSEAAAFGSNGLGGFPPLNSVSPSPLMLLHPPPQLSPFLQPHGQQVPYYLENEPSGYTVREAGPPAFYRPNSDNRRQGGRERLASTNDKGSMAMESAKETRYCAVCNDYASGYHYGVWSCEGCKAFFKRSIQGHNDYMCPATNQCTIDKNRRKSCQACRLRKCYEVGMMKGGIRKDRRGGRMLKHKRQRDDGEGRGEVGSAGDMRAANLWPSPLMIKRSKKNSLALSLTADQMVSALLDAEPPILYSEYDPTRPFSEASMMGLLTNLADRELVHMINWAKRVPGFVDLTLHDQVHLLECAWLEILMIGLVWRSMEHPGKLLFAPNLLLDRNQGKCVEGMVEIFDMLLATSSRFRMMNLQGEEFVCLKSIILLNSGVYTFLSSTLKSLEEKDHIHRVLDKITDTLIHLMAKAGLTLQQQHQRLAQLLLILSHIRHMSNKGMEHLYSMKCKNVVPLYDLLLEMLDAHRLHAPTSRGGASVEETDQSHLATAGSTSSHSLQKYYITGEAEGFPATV
FAK blocker = inhibitors of human focal adhesion kinase; Q05397; biochemical FAK kinase activity assay; inhibition, %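 (tested at 7 µM)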; 97,000 tested, 0.84% active; AID 727; in the data active = inhibition above about 19%;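 note: 0% = DMSO and 100% = reference compound high control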
CD11b adhes enh = CD11b/CD18-fibrinogen binding enhancement; K562 CD11b/CD18 adhesion to fibrinogen, ATPlite luminescence; 93,000 tested, 0.07% active; P05107+P11215; activation, % at 10 µM;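 active = 10 µM primary screen giving 50% or more activity, confirmed by 40% or more on retest at that dose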; note: strong numbers were not always called active; reference of the scale not given here
PLAP act = human PLAP activation | P05187 | purified PLAP enzyme, luminescent substrate read-out; hits give high values | activation fold at 20 µM | 96,000 tested, 1.2% active; in the data active = activation fold above about 2
Mac1 fbg inh = blocks human CD11b/CD18 adhesion to fibrinogen | P05107+P11215 | K562 CD11b/CD18 adhesion to fibrinogen, ATPlite luminescence; Mn2+ added to activate the integrin | inhibition, % at 10 µM | 93,000 tested, 0.54% active | AID 1497;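 active = primary inhibition of 50% or more at 10 µM, then 40% or more on retest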; note: some results filed as inactive read as strong as hits
ERb SRC1 inh = blocks coactivator binding to human estrogen receptor beta; 86,000 tested, 1.3% active; TR-FRET ER-beta LBD / SRC1-Cy5 peptide binding; receptor agonist-loaded with 1 µM estradiol; inhibition, % at 25.6 µM; Q92731;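 active = compounds whose percent inhibition of the receptor-coactivator binding signal exceeds about 50% in the single-dose screen, limit read from the data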;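 note: 0% = receptor plus peptide wells without compound and 100% = peptide-only wells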
ERa coact pot = enhances coactivator binding to human estrogen receptor alpha; P03372; TR-FRET ERalpha-LBD/SRC-Cy5 coactivator binding, 2 h; 100 = basal binding, no effect; coactivator binding (% of control), % at 25.6 µM; 86,000 tested, 1.3% active; AID 639; in the data active = activity above about 200%;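 note: binding measured in presence of low estradiol as agonist stimulus; 0% = peptide alone without receptor and 100% = receptor with peptide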
E coli WT exp = blocks growth of wild type E. coli BW25113; OD600 absorbance; growth inhibition, % at 100 µM; 98,000 tested, 0.15% active;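 active = growth inhibition above about 50% at one test dose, limit read from the data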;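 note: growth measured after 20 h incubation at 37 °C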
* marks the source's active call; other numbers are inactive results; nt = not tested or not shown; [ ] = dose if it differs, or a comment.

SMILES | MT1-MMP txn act | ERa SRC1 inh | FAK blocker | CD11b adhes enh | PLAP act | Mac1 fbg inh | ERb SRC1 inh | ERa coact pot | E coli WT exp
Cc1ccc(C(CC(=O)O)C2CCOC(C)(C)C2)cc1 (stereo unspecified) | 1.1 | -5 | 0 | -1 | 1.1 | -29 | 3 | 86[fluorescence artefact?] | -9
COc1ccc(NS(=O)(=O)c2ccc(S(=O)(=O)N3CCCC3)cc2)cc1Cl | nt | nt | -2 | -3 | 1.7 | 7 | nt | nt | 9
Cc1cccc(OCc2nnc(SCC(=O)Nc3ccc(C)c(C)c3)o2)c1 | 1.1 | -19 | -1 | nt | nt | nt | 3 | 230* | nt
CCOC(=O)c1c(CN(C)C)n(C)c2ccc(OC(C)=O)cc12 | 1.1 | 12 | -1 | 1 | 1.2 | -2 | -5 | 91 | 1
COc1ccccc1Nc1ccc(C(=O)NC2CCCCC2)cn1 | 1.1 | -5 | -1 | -1 | 0.9 | -5 | 3 | 107[fluorescence artefact?] | 0
Clc1cccc(Cl)c1COn1nnc2ccccc21 | 1.1 | -6 | 2 | -1 | 0.8 | -19 | -7 | 101 | 0
CCOc1ccc(Nc2oc(-c3cccc(Cl)c3)nc2C#N)cc1 | nt | -1[fluorescence artefact?] | 0 | 39 | 0.9 | -8 | 6 | 110[fluorescence artefact?] | 0
COCCCNC(=O)c1sc2ncnc(N3CCc4ccccc4C3)c2c1C | 1.1 | 2 | 23* | nt | nt | nt | 1 | 89 | nt
COc1ccc(NC(=O)COC(=O)c2c3c(nc4ccccc24)CCCC3)cc1 | 1.2 | 4 | 8 | nt | 0.8 | nt | -10[fluorescence artefact?] | 104 | 1
CCc1cccc(NC(=O)Cn2c(=O)oc3cc(S(=O)(=O)N4CCOCC4)ccc32)c1 | nt | 8 | -6 | -1 | 1.2 | 19 | 19[fluorescence artefact?] | 106 | -1
CC(C)CCn1c(Oc2ccccc2Cl)nc2c1c(=O)n(C)c(=O)n2C | 1.1 | -1 | 1 | 2 | 1.2 | 3 | 8 | 74 | -9
O=C(c1ccc(F)cc1)c1ccc(N2CCCC2)cc1 | 1.3 | 6[fluorescence artefact?] | -1 | -5 | 1.1 | -19 | 7[fluorescence artefact?] | 106[fluorescence artefact?] | -1
CCOC(=O)c1cnc2ccc(C)cc2c1OCc1cc(F)cc(F)c1 | 1.2 | 18 | 0 | -2 | 1 | 3 | 4 | 54 | -2
CCC(C(=O)N1CCc2ccccc2C1)n1nc(C)n2c(cc3occc32)c1=O (stereo unspecified) | 1 | nt | nt | -7 | 1.5 | 6 | nt | nt | -4
CCOC(=O)C(CC)Sc1nnc2c3cc(C)ccc3n(C)c2n1 (stereo unspecified) | 1.1 | 9 | 7 | -2 | 1.4 | 10 | -8 | 83 | -8
Cn1c2ccccc2n2c(=O)c(=O)n(CC(=O)c3ccc(F)cc3)nc12 | nt | nt | -3 | 0 | 1.1 | -11 | nt | nt | -6
COc1ccc(N2C(=O)CN=C2Nc2nc(C)cc(C)n2)cc1OC | 1.1 | -7 | 3 | -2 | 1.1 | -3 | -4 | 100 | 0
CCOc1ccccc1OCc1nn2c(COc3ccccc3)nnc2s1 | 1.1 | 4 | 0 | 5 | 1.3 | 6 | -4[fluorescence artefact?] | 107 | -2
COc1ccccc1N1CCN(C(=O)CCn2c(=O)[nH]c3ccsc3c2=O)CC1 | 1.2 | 0[fluorescence artefact?] | 2 | -1 | 1 | 6 | -5[fluorescence artefact?] | 110 | 7
CCOc1ccc(/C(O)=C2/C(=O)C(=O)N(CCOCCO)C2c2ccccn2)cc1 (stereo unspecified) | 1.2 | 1 | -3 | -6 | 0.9 | 10 | -5 | 132 | 7
CN(C(=O)Cn1nnc(-c2cccc(C(F)(F)F)c2)n1)C1CCCCC1 | 1.3 | -2 | 1 | nt | 1.1 | nt | -12 | 95 | -2
O=C1CCCc2c1[nH]c1ccc(Br)cc21 | 1 | 18 | nt | 7 | 0.9 | -13 | -6 | 98 | nt
CCN(CC)CP(=O)(c1ccccc1)c1ccccc1 | 1.2 | -3 | -2 | 0 | 1 | -8 | 4 | 94 | -3
COC(=O)C(Cc1ccc(OC(=O)c2ccc(C)cc2)cc1)N1Cc2ccccc2C1=O (stereo unspecified) | nt | nt | -10 | -5 | 1.4 | 43 | nt | nt | -17
COc1cc(OC)c(-n2c(C)cc(C=O)c2C)cc1Cl | 1.1 | 7[fluorescence artefact?] | 1 | -4 | 1 | -21 | 4[fluorescence artefact?] | 108[fluorescence artefact?] | -7
O=c1cc(N2CCN(Cc3ccccc3)CC2)[nH]c(=O)n1Cc1ccc(F)cc1 | 1.2 | 5[fluorescence artefact?] | -6 | -1 | 0.9 | -18 | -2[fluorescence artefact?] | 141 | -19
CCOc1ccc(C(=O)c2nc3c(n2O)CCCCC3)cc1 | 1.4 | -11 | -1 | nt | nt | nt | -13 | 107 | nt
O=C(NCC1CCCO1)c1cc(-c2ccccc2)on1 (stereo unspecified) | nt | -8 | 1 | -2 | 1 | -17 | -5 | 110[fluorescence artefact?] | 11
O=C(O)C1CCN(Cc2cnn(-c3ccccc3)c2-n2cccc2)CC1 | 0.9 | -8 | -2 | nt | nt | nt | 0 | 101 | -3
O=C(Nc1ccc(Cn2nnc3ccccc32)cc1)c1ccco1 | 1.1 | 11[fluorescence artefact?] | -2 | 1 | 0.8 | -19 | -4 | 95 | -7
CCOC(=O)NC(CC(=O)O)c1ccc(OCC)cc1 (stereo unspecified) | nt | nt | 2 | 2 | 1 | 22 | nt | nt | -6
O=C(CCSc1nnc(-c2ccncc2)o1)Nc1cccc2ccccc12 | 1.1 | -12 | -1 | nt | nt | nt | -9 | 91 | nt
CCC(=O)n1nc(-c2cccnc2)nc1NCc1ccc(OC)cc1 | 1.2 | -4 | 2 | -3 | 1 | -12 | 4 | 92 | 11
CCCOc1ccc(-c2cnc(N)s2)cc1 | nt | nt | -1 | -4 | 0.8 | 8 | nt | nt | 12
O=C(Nc1ccc(CN2CCOCC2)cc1)c1ccccc1F | 1.6 | 6 | -1 | nt | nt | nt | -5 | 107 | nt
CCOC(=O)c1c(C)[nH]c(C(=O)COC(=O)C2CC2C)c1C (stereo unspecified) | 1.1 | 9 | 3 | -3 | 1 | -25 | 22 | 84 | -3
CCC(C)N=Cc1c(NCc2ccco2)nc2c(C)cccn2c1=O (stereo unspecified) | 1.2 | -1 | 9 | -2 | 1.3 | -11 | 1 | 90 | -2
COCCNC(=O)CN(c1ccccc1OC)S(C)(=O)=O | 1.2 | -4 | 0 | 8 | 1 | 2 | 6[fluorescence artefact?] | 123 | -4
CC1CCCCC1NC(=O)C1CCN(S(=O)(=O)N2CCCCCC2)CC1 (stereo unspecified) | 1.1 | -10 | 2 | -9 | 1.2 | 9 | -13 | 116 | -1
Cc1nnc(SCC(=O)Nc2nc3c(s2)CC(C)CC3)s1 (stereo unspecified) | 1.4 | 8 | 10 | 2 | 0.8 | 1 | 4 | 110 | 3
CCCCCCNC(=O)C(C#N)c1nc2ccccc2nc1N1CCOCC1 (stereo unspecified) | 1.1 | 4[fluorescence artefact?] | -1 | -3 | 1.3 | -8 | 7[fluorescence artefact?] | 136[fluorescence artefact?] | -14
Cc1ccc(-c2cc(C(=O)N3CCN(c4ccc(F)cc4)CC3)c3ccccc3n2)o1 | nt | nt | 14 | 0 | 1.4 | 19 | nt | nt | 9
COC(=O)c1cccc(NC(=O)CSc2nc3cccnc3n2C)c1 | 0.9 | -4 | 8 | -4 | 1 | 28 | 0 | 113 | -4
CC1Cc2ccccc2N1C(=O)CSC1=NCCS1 (stereo unspecified) | 1.3 | 5 | -1 | 1 | 1 | -2 | 2 | 103 | -8
O=C1CSC(=Nc2ccccc2)N1 | nt | -6 | -3 | 0 | 0.9 | -4 | -12 | 121[fluorescence artefact?] | 0
O=C(NC1CCCCCC1)c1ccc2c(=O)n3c(nc2c1)CCCCC3 | 1.4 | -2 | 2 | 1 | 1.6 | -33 | -10 | 110 | -6
CCCOc1ccccc1C(=O)NCCCC(=O)O | 1 | 4 | -5 | 2 | 1.1 | -2 | 2 | 105 | 11
COc1cc(S(=O)(=O)N2CCCCCC2)c(OC)cc1Br | 1.1 | -3 | 3 | 2 | 0.8 | -5 | -2 | 106 | -14
CC1(C)Cc2ccccc2-c2nnc(-c3ccco3)n21 | 1.1 | -12 | 1 | -1 | 0.8 | 4 | -21 | 105 | 10
COc1ccc(N2C(=O)CSC2c2ccc3c(c2)OCO3)c(OC)c1 (stereo unspecified) | 1 | nt | nt | -2 | 1.1 | 7 | nt | nt | 6
FC(F)(F)c1nc(N2CCCC2)ncc1-c1nnnn1-c1ccc(Cl)cc1 | nt | nt | 6 | -5 | 1.4 | 55* | nt | nt | 5
CC(C)(C)Cc1nc(-c2ccccn2)no1 | 1.5 | 4 | -1 | 2 | 0.8 | -17 | -9 | 129[fluorescence artefact?] | 3
Cc1ccc(-n2c(SCC(=O)Nc3nccs3)nc3c(c2=O)SCC3)cc1 | 1.2 | 45[fluorescence artefact?] | nt | 97 | 0.9 | -13 | 14 | 194 | -4
O=C(c1ccco1)N1CCN(Cc2cccc(F)c2)CC1 | 1 | 13 | 1 | -2 | 1 | 7 | 6 | 114 | 7
Cc1nc2ccc(NC(=O)N3CCN(c4ccccn4)CC3)cc2s1 | 1 | 4 | -1 | -1 | 1.3 | -11 | 5 | 94 | 6
COc1ccc(C(=O)NCc2nnc(SCC(=O)N3CCC(C)CC3)o2)cc1OC | nt | 2 | -2 | -2 | 1.3 | 0 | 1 | 119[fluorescence artefact?] | 3
CN(C)CCCNCCCCNC(=O)/C=N/O | 1.1 | -16 | 4 | -4 | 1.1 | 22 | 0 | 101 | -1
CC(NC(=O)NCCCC(=O)O)(C(F)(F)F)C(F)(F)F | 1.1 | 3[fluorescence artefact?] | 2 | 4 | 1 | -17 | -1[fluorescence artefact?] | 99 | 2
O=C(C1COc2ccccc2O1)N1CCc2ccccc2C1 (stereo unspecified) | 1.3 | -19 | 3 | nt | nt | nt | -11 | 104 | nt
CCCC(=O)Nc1ccc(Cl)c(NC(=O)c2cccnc2Cl)c1 | 1.1 | -7 | 6 | nt | 1.1 | nt | 7 | 115 | 4
The list continues:
SMILES | MT1-MMP txn act | ERa SRC1 inh | FAK blocker | CD11b adhes enh | PLAP act | Mac1 fbg inh | ERb SRC1 inh | ERa coact pot | E coli WT exp
O=C(Cn1cnc2ccccc21)NCCCN1CCOCC1 | 1.1 | -7 | -1 | nt | 1.2 | nt | -3 | 114 | 0
CCO/C(C)=C1\C(=O)N(CC)c2ccccc21 | 1 | -3 | 3 | 3 | 1.4 | -6 | -2 | 120 | -4
c1ccc2c(-c3ccncc3)c[nH]c2c1 | 1.1 | -23 | 21* | -5 | 0.8 | -14 | -16 | 103 | 18
Cc1ccc(-c2nnc3c(C(F)(F)F)nc4ccccc4n23)cc1 | nt | nt | 0 | 13 | 0.9 | -8 | nt | nt | -4
Cc1ccc(C(=O)NCc2ccco2)cc1S(=O)(=O)N1CCOCC1 | 1 | 0 | 8 | nt | 1.2 | nt | 7 | 96[fluorescence artefact?] | 1
CS(=O)(=O)N1CCCC(C(=O)NCCCN2CCC(Cc3ccccc3)CC2)C1 (stereo unspecified) | 1.1 | -9 | 1 | 0 | 1.6 | -2 | -15 | 129 | -1
